# AmpC inh det: inhibitors of E. coli AmpC beta-lactamase with detergent | purified AmpC, nitrocefin hydrolysis with detergent | P00811 | Potency, µM (titrated, usually from 28.7 µM), for inactives: top-dose activity change, negative = inhibition | hit rate 0.09% among 71,000 | AID 584; active means well fitted curve in the direction sought with a large enough effect; inconclusive means small, poorly fitted or top-dose-only effect
# Target sequence (P00811 whole entry, looked up): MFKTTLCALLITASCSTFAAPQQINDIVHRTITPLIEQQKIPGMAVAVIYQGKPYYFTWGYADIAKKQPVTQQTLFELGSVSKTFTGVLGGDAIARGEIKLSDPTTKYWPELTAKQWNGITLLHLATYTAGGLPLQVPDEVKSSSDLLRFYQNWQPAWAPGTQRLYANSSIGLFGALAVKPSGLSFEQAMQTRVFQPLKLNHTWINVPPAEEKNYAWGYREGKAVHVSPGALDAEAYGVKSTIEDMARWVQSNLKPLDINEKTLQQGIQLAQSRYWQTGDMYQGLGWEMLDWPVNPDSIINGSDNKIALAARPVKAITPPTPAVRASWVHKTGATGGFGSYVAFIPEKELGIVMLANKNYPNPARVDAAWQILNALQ
#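 E. coli AmpC (5.3 nM) in 20 mM phosphate pH 7.0 with 0.01% Triton X-100, preincubated 15 min RT with compound; nitrocefin (2 uL of 800 uM stock) hydrolysis followed by 480 nm absorbance every 20 s over 4 min.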
# * hit, by the source's call; ? = inconclusive; & = joins results of further samples; [ ] = dose if it differs, or a comment. On the % scale 0 is the no-effect control and ±100 the full control effect; potency means the concentration at half of the fitted maximal effect.
SMILES,AmpC inh det
Nc1c2ccccc2nc2ccccc12,9%
CCCCNCC,8%
CCc1cccc(CC)c1NC(=O)CN(CC(=O)O)CC(=O)O,-1%[12.8 µM]
COc1cc(C=O)ccc1O,8%
CC(C)NNC(=O)c1ccncc1,2%[12.8 µM]
C[C@@H]1c2cccc(O)c2C(O)=C2C(=O)[C@@]3(O)C(O)=C(C(N)=O)C(=O)[C@@H](N(C)C)[C@@H]3[C@@H](O)[C@@H]21,-1%[12.8 µM]
CCN(CC)CCOc1ccc(Cc2ccccc2)cc1,-1%
CC[C@]1(O)C[C@H]2CN(CCc3c([nH]c4ccccc34)[C@](C(=O)OC)(c3cc4c(cc3OC)N(C)[C@@H]3[C@](O)(C(=O)OC)[C@H](OC(C)=O)[C@]5(CC)C=CCN6CC[C@]43[C@@H]65)C2)C1,-1%
COC(=O)c1ccccc1O,14%
C=C[C@H]1CN2CC[C@@H]1C[C@H]2[C@@H](O)c1ccnc2ccc(OC)cc12,-4%[12.8 µM]
CCCOc1ccc(C(=O)OCCN(CC)CC)cc1N,21%[12.8 µM]
C[C@H](N)C1CCC(C(=O)Nc2ccncc2)CC1 (some centres not stated),-1%
N=c1nc(N2CCCCC2)cc(N)n1O,3%
Cc1scc2c1N(C(=O)CN1CCN(C)CC1)c1ccccc1NC2=O,-2%
Cc1onc(-c2ccccc2Cl)c1C(=O)N[C@H]1C(=O)N2[C@H]1SC(C)(C)[C@H]2C(=O)O,0.002µM*
C[C@@]12CC[C@H]3[C@@H](CCC4=CC(=O)CC[C@]43C)[C@H]1CC[C@H]2C(=O)CO,22%[12.8 µM]
Cc1cc(Cn2cnc3c2C[C@@H](C(=O)O)N(C(=O)C(c2ccccc2)c2ccccc2)C3)ccc1N(C)C,-3%
Nc1ncnc2nc[nH]c12.Nc1ncnc2nc[nH]c12.[Cl][Pt]([Cl])([Cl])[Cl],-3%[5.75 µM]
COc1ccc(C(=O)c2ccccc2)c(O)c1,-3%
CN(C(=O)c1c(O)c2ccccc2n(C)c1=O)c1ccccc1,1%
Cc1c(C(=O)O)c(O)cc2c1C(=O)c1c(O)c([C@@H]3O[C@H](CO)[C@@H](O)[C@H](O)[C@@H]3O)c(O)c(O)c1C2=O,0%
CCCCN(CCCC)CCCOC(=O)c1ccc(N)cc1,1%[12.8 µM]
O=C1c2c(O)ccc(O)c2C(=O)c2c(NCCNCCO)ccc(NCCNCCO)c21,-5%[12.8 µM]
CC1=C(C(=O)O)N2C(=O)[C@@H](NC(=O)[C@@H](N)c3ccc(O)cc3)[C@@H]2SC1,-7%[12.8 µM]
Cc1ccsc1/C=C\C1=NCCCN1C,-3%[12.8 µM]
CCCCCCCCCCCCCCC[C@@H](O)[C@@H](N)CO,-2%
C=C1c2cccc(O)c2C(O)=C2C(=O)[C@@]3(O)C(O)=C(C(N)=O)C(=O)[C@@H](N(C)C)[C@@H]3[C@@H](O)[C@H]12,-21%[12.8 µM]
CN[C@@H]1[C@H](O)[C@H](NC)[C@@H]2O[C@]3(O)C(=O)C[C@@H](C)O[C@H]3O[C@@H]2[C@H]1O,-3%
Cn1ccc2cc3c(cc21)CCN3C(=O)Nc1cccnc1,-5%&-5%
CCCCOc1cc(C(=O)OCCN(CC)CC)ccc1N,-1%[12.8 µM]
COc1cc2nc(N3CCN(C(=O)[C@@H]4COc5ccccc5O4)CC3)nc(N)c2cc1OC,-6%[12.8 µM]
COc1cc(N)c(Cl)cc1C(=O)N[C@H]1CCN(CCCOc2ccc(F)cc2)C[C@H]1OC,0%[12.8 µM]
Cc1cc(=O)oc2cc(O)ccc12,0%[12.8 µM]
C=Cc1ccccc1,14%
Nc1ncnc2c1c(-c1ccc(Oc3ccccc3)cc1)cn2C1CCCC1,1%
CN(C)C/C=C(\c1ccc(Br)cc1)c1cccnc1,?
CCc1ccccc1OC[C@@H](O)CN[C@H]1CCCc2ccccc21,-1%
CC[C@@]12CCCN3CCc4c(n(c5ccccc45)[C@](O)(C(=O)OC)C1)[C@H]32,0%
CC(C)(CO)[C@H](O)C(=O)NCCCO,-1%[12.8 µM]

# In the list so far, these contain nitrogen in an aromatic ring:
SMILES,AmpC inh det
Nc1c2ccccc2nc2ccccc12,9%
CC(C)NNC(=O)c1ccncc1,2%[12.8 µM]
CC[C@]1(O)C[C@H]2CN(CCc3c([nH]c4ccccc34)[C@](C(=O)OC)(c3cc4c(cc3OC)N(C)[C@@H]3[C@](O)(C(=O)OC)[C@H](OC(C)=O)[C@]5(CC)C=CCN6CC[C@]43[C@@H]65)C2)C1,-1%
C=C[C@H]1CN2CC[C@@H]1C[C@H]2[C@@H](O)c1ccnc2ccc(OC)cc12,-4%[12.8 µM]
C[C@H](N)C1CCC(C(=O)Nc2ccncc2)CC1 (some centres not stated),-1%
N=c1nc(N2CCCCC2)cc(N)n1O,3%
Cc1onc(-c2ccccc2Cl)c1C(=O)N[C@H]1C(=O)N2[C@H]1SC(C)(C)[C@H]2C(=O)O,0.002µM*
Cc1cc(Cn2cnc3c2C[C@@H](C(=O)O)N(C(=O)C(c2ccccc2)c2ccccc2)C3)ccc1N(C)C,-3%
Nc1ncnc2nc[nH]c12.Nc1ncnc2nc[nH]c12.[Cl][Pt]([Cl])([Cl])[Cl],-3%[5.75 µM]
CN(C(=O)c1c(O)c2ccccc2n(C)c1=O)c1ccccc1,1%
Cn1ccc2cc3c(cc21)CCN3C(=O)Nc1cccnc1,-5%&-5%
COc1cc2nc(N3CCN(C(=O)[C@@H]4COc5ccccc5O4)CC3)nc(N)c2cc1OC,-6%[12.8 µM]
Nc1ncnc2c1c(-c1ccc(Oc3ccccc3)cc1)cn2C1CCCC1,1%
CN(C)C/C=C(\c1ccc(Br)cc1)c1cccnc1,?
CC[C@@]12CCCN3CCc4c(n(c5ccccc45)[C@](O)(C(=O)OC)C1)[C@H]32,0%

# 2 entries picked at random from those above:
SMILES,AmpC inh det
CN(C(=O)c1c(O)c2ccccc2n(C)c1=O)c1ccccc1,1%
C=Cc1ccccc1,14%

# An excerpt. The share of hits here may be higher or lower than overall.
